ABHD5-PLIN5 inh – ABHD5-PLIN5 interaction inhibitors, primary screen, cell lysate, split luciferase complementation, luminescence; Perilipin-5 (Homo sapiens) + 1-acylglycerol-3-phosphate O-acyltransferase ABHD5 (Homo …; Split G. princeps luciferase complementation, 4 h; inhibition, % at 4 µM; 360,000 tested, 0.78% active;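 active means inhibition above the mean inhibition across every tested compound plus 3 SD, cut at about 22% in these data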;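 further: 0% = DMSO only wells and the 100% control is not disclosed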
MC4R barr agon – MC4R agonists recruiting beta-arrestin, primary screen, cell-based, luminescence, agonist arm of biased-ligand search | U2OS MC4R beta-arrestin complementation; percent of melanotan II response, DMSO zero | 360,000 tested, 0.98% active | activation, % at 8.9 µM | Melanocortin receptor 4 (Homo sapiens), P32245;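 active means activation above a per-plate cutoff, the mean activation of sample wells on that plate plus 3 SD, cut at about 8% in these data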
H9c2 protect – cardioprotection against H2O2-induced cell death, primary screen, uHTS, H9c2 cells, ATPLite luminescence | 360,000 tested, 0.63% active | protection from H2O2 cell death, % at 20 µM | H9c2 cardiomyocytes, H2O2 injury protection, 2 h;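 active means compounds giving at least 50% protection of heart cells from peroxide-induced death in the single-dose screen, raw or plate-pattern-corrected value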;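 further: 0% = DMSO wells with peroxide and 100% = DMSO wells without peroxide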
Granule exo inh – LAMP-1 surface exposure blockers, TALL-104 cells – cell-based, flow cytometry, MLPCN library, primary screen | TALL-104 LAMP-1 surface exposure; cells stimulated with thapsigargin and PMA | inhibition, % at 10 µM | 360,000 tested, 0.66% active;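 active means inhibition above about 55%, limit read from the data; inconclusive means no clear call, values can overlap the other calls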
Glyco luc inh – increase of ERlucT glycosylation luciferase signal, primary screen, N-linked glycosylation inhibitor project, D54 ERlucT cells, luminescence, set 2. D54 ERlucT glycosylation luciferase reporter, 24 h; percent of 100 nM tunicamycin response. reporter increase, % at 12.5 µM. 360,000 tested, 0.23% active;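 active means mean luciferase reporter signal, scaled so untreated is 0 and the glycosylation-blocking control 100, at or above a set limit in every replicate; inconclusive means mean reaches the limit but not every replicate does; inactive means mean below the limit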;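 further: luciferase carries N-glycosylation sites so blocking glycosylation raises the light; 0% = median of neutral control wells and 100% = median of 100 nM tunicamycin wells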
aDG glyco act – activators of alpha-DG glycosylation, primary screen, uHTS, Pro5-aDG cells, AlphaScreen | alpha-DG glycosylation AlphaScreen (IIH6); 0% Pro5, 100% B10-LARGE cell signal | activation, % at 10 µM | 360,000 tested, 0.22% active;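 active means activation of at least 8% versus controls, or a plate z-score of at least 8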;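 further: Pro5 are CHO cells carrying HIG-tagged alpha-DG that lacks glycosylation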
HTR2A ag – mouse Htr2a agonists via beta-arrestin recruitment, primary screen, cell-based, luminescence. 5-hydroxytryptamine receptor 2A (Mus musculus), P35363. CHO-K1 mHTR2A beta-arrestin complementation; percent of 30 µM serotonin response. activation, % at 7.6 µM. 360,000 tested, 0.66% active;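 active means activation above a run cutoff, the mean activation of all tested compounds plus 3 SD, cut at about 14% in these data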;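 further: 0% = plate median of compound wells and 100% = 30 µM serotonin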
ABCB6 inh MLPCN – ABCB6 transporter inhibitors, primary screen, K562-ABCB6 cells, flow cytometry, MLPCN library | K562-ABCB6 porphyrin accumulation, 1 h; stronger effect = lower value | fluorescence ratio to DMSO, % at 10 µM | ATP-binding cassette sub-family B member 6 (Homo sapiens), Q9NP58 | 360,000 tested, 0.19% active;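 active means fluorescence ratio to DMSO below 75%, the collection mean minus 3 SD; inconclusive means too few cells collected in the well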;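 further: signal is porphyrin accumulated inside mitochondria; 100% equals median channel fluorescence of DMSO control wells; lower ratio means ABCB6 inhibition with less porphyrin fluorescence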
Target sequence (Q9NP58 whole entry, looked up): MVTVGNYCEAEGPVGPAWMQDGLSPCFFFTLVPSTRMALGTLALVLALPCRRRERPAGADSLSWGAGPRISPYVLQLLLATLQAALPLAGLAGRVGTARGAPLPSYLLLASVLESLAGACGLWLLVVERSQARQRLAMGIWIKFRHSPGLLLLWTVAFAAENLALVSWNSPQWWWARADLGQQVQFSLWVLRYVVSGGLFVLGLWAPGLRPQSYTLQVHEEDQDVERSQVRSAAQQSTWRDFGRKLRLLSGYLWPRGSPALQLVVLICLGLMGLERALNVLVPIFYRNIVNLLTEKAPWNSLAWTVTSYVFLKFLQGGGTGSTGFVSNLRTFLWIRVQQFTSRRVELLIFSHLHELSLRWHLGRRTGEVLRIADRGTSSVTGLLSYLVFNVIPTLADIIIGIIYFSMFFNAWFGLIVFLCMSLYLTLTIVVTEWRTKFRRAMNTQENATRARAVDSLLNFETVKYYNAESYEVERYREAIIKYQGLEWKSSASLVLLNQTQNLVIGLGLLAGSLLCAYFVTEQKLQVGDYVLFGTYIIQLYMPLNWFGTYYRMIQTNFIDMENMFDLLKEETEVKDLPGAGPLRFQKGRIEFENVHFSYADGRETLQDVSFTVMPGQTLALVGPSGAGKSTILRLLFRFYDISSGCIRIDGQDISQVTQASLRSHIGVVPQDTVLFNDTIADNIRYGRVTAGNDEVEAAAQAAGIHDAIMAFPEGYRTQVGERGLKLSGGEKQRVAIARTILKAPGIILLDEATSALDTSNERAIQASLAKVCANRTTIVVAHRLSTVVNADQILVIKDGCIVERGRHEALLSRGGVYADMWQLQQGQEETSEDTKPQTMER
iPSC survival up – enhancers of single-cell hiPSC survival, primary screen, ATPlite luminescence. 100% = ROCK inhibitor wells, 0% = DMSO. survival enhancement, % at 20 µM. 360,000 tested, 0.044% active. AID 602274, 2012; in the data active means survival enhancement above about 18%;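 further: cells exposed to compounds for 16 hours before the ATP read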
MC4R antagonist – MC4R antagonists of cAMP signaling, primary screen, cell-based, TR-FRET, antagonist arm of biased-ligand search | Melanocortin receptor 4 (Homo sapiens), P32245 | MC4R-expressing cells, MTII-stimulated cAMP, LANCE TR-FRET | inhibition, % at 6.5 µM | 360,000 tested, 0.48% active | AID 540295, 2011;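 active means inhibition above its plate's cutoff, the mean of tested wells on that plate plus 3 SD, cut at about 29% in these data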;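 further: 0% = Melanotan II alone and 100% = Melanotan II plus saturating MCL0020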
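Assay system: human MC4R-expressing U2OS cells; reagent: Melanotan II stimulation of cells; dosing: 6.5 µM single dose; timing: compound 30 min, challenge 1 h, detection 1 h; signal: TR-FRET cAMP assay; replicates: one well per compound, no replicates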
* hit, by the source's call; ? = inconclusive; . = no result given.

SMILES	ABHD5-PLIN5 inh	MC4R barr agon	H9c2 protect	Granule exo inh	Glyco luc inh	aDG glyco act	HTR2A ag	ABCB6 inh MLPCN	iPSC survival up	MC4R antagonist
CCc1c(C)nc(N)n2c(SCC(=O)Nc3ccccc3)nnc12	-6	-1.4	5	0	4	-0.1	-1	97	0.2	2
CCN(CC(=O)Nc1ccc2c(c1)OCCO2)C(=O)CSCC(=O)Nc1ccc(C)cc1	1	-0.7	2	-2	1	0.5	6	93	-0.3	5
CC1=CC(C)C(C(=O)O)C(C(=O)N2CCN(C)CC2)C1 (stereo not drawn)	2	-2.2	2	2	-1	0.1	5	101	-1.2	4
CCOC(=O)C1CCCN(Cc2nc(C3CC3)no2)C1 (stereo not drawn)	-4	1.4	1	5	0	-0.2	1	101	0.1	12
COc1cc(C(=O)NC(=S)Nc2ccc([N+](=O)[O-])cc2)cc(OC)c1OC	4	-1.4	-6	-1	0	-0.1	2	97	-0.8	2
CCSc1nnc(NC(=O)CSc2nnc(Cc3cccn3C)n2-c2ccc(C)cc2)s1	0	-1.1	1	0	1	0.2	-9	99	1.0	17
COc1ccc(S(=O)(=O)N2CCN(CC(=O)NC3CC3)CC2)cc1	4	-2.1	0	0	3	-0.2	5	96	1.5	5
CCN(CC)C(=O)CSc1ncnc2c1cnn2-c1ccccc1	-2	1.4	-15	-1	.	0.2	3	84	2.0	1
COc1ccc(C(=O)Nc2cccc(C)c2)cc1S(=O)(=O)N1CCOCC1	-2	0.9	3	0	0	0.0	-4	101	-0.6	-3
COc1ccc(Nc2nc(C)cc(=O)[nH]2)cc1	-8	-1.7	6	0	1	0.2	5	96	-0.2	3

Random excerpt: 2 entries already listed
SMILES	ABHD5-PLIN5 inh	MC4R barr agon	H9c2 protect	Granule exo inh	Glyco luc inh	aDG glyco act	HTR2A ag	ABCB6 inh MLPCN	iPSC survival up	MC4R antagonist
CCN(CC)C(=O)CSc1ncnc2c1cnn2-c1ccccc1	-2	1.4	-15	-1	.	0.2	3	84	2.0	1
CCc1c(C)nc(N)n2c(SCC(=O)Nc3ccccc3)nnc12	-6	-1.4	5	0	4	-0.1	-1	97	0.2	2

The list goes on:
SMILES	ABHD5-PLIN5 inh	MC4R barr agon	H9c2 protect	Granule exo inh	Glyco luc inh	aDG glyco act	HTR2A ag	ABCB6 inh MLPCN	iPSC survival up	MC4R antagonist
CCOC(=O)C1=C(Cc2ccc(OC)cc2)C(=O)c2ccccc2C1=O	-6	-0.3	-20	105*	?	0.0	5	513	-3.4	-5
CN1C[C@@H]2[C@@H]3C(=O)N(Cc4ccccc4)C(=O)[C@@H]3[C@](Cc3ccccc3)(C1=O)N2C(=O)c1ccc(C(F)(F)F)cc1	8	0.3	-7	-5	2	0.0	-3	96	-1.1	7
Cc1ccc(C)c(NC(=O)c2ccccc2NC(=O)C2CCCO2)c1 (stereo not drawn)	1	-1.0	0	-1	4	-0.2	-2	104	-0.2	-1
C=CCNC(=O)c1ccccc1NC(=O)c1cccc2ccccc12	-4	1.3	1	-1	-2	0.0	2	94	6.1	-10
CC(=O)CC1N(S(=O)(=O)c2ccc(C)cc2)c2ccccc2N1S(=O)(=O)c1ccc(C)cc1	5	.	.	-8	.	0.0	7	.	.	.
O=C(CCC(=O)c1ccccc1)NCc1ccccc1	-4	-2.0	-2	-4	0	0.0	0	96	0.5	2
CC(/C=N/Nc1ccc2nncn2n1)=C\c1ccccc1	11	1.6	10	9	-1	0.0	-6	101	0.2	-2
CCOc1ccc(N(CC(=O)Nc2ccc(Cl)cc2)S(C)(=O)=O)cc1	-6	0.1	-7	4	0	-0.1	-2	94	-0.8	4
O=C(O)CC(CNS(=O)(=O)c1ccccc1)c1ccccc1 (stereo not drawn)	-2	-1.2	15	0	1	-0.2	10	95	-2.2	14
CCc1ccc(NC(=O)c2ccc(F)c(S(=O)(=O)N(CC)c3ccccc3)c2)cc1	-5	2.2	-6	0	-14	1.6	5	109	-2.0	-5
Cc1ccc(S(=O)(=O)N(C(=O)c2ccncc2)c2ccc(OC(=O)c3ccncc3)cc2)cc1	7	-1.7	31	2	0	0.3	-1	91	2.6	-6
CC1CCN(CC(C)CNC(=O)c2cc(-c3ccccn3)nc3ccccc23)CC1 (stereo not drawn)	6	-0.7	0	0	-4	-0.1	-3	97	-1.5	6
Cn1cc(C(=O)N2CCCCCC2)c(=O)c2cc(S(=O)(=O)N3CCCCC3)ccc21	-2	-3.1	7	0	-3	-0.1	0	96	2.3	0
O=C(COC(=O)CC1CC2CCC1C2)Nc1ccc(F)cc1 (stereo not drawn)	-1	-1.4	-5	0	2	-0.1	-2	97	-1.9	-5
COc1ccc(C(=O)Nc2ccc(Cl)c(Cl)c2)c(OC)n1	5	0.2	-3	-4	0	0.0	7	103	-1.6	-5
CCn1nc(C)cc1C(=O)Sc1ccc(Cl)cc1Cl	4	-1.0	6	50	7	0.0	2	106	-0.8	8
CCOc1ccc(C(=O)N2CCCC2)cc1OC	3	-1.5	2	1	0	-0.3	7	100	-1.1	-4
COc1cccc(Cn2c(=O)c3ccccc3n3nc(C)cc23)c1	4	-3.5	3	4	-3	-0.1	2	93	0.0	4
O=C(c1sc2ccccc2c1Cl)N1CCN(c2ncccn2)CC1	1	-2.7	-5	-4	-1	0.5	-6	100	-1.7	3
COC(=O)c1c(C)oc2ccc(NS(=O)(=O)c3cc(OC)ccc3OC)cc12	6	-0.3	-32	0	-1	2.9	0	99	-0.6	3
COCCN(C(=O)COC(=O)c1c(NC(C)=O)sc(C)c1C)c1c(N)n(Cc2ccccc2)c(=O)[nH]c1=O	5	-1.1	3	-2	5	0.1	-4	95	-0.4	0
Cc1ccccc1NC(=O)c1c([N+](=O)[O-])c(C(C)(C)C)nn1C	-1	-1.6	10	-2	0	0.0	3	101	1.1	6
COc1ccccc1N(Cc1ccccc1)S(=O)(=O)c1cccc(C(=O)Nc2cc(C)ccn2)c1	-7	1.1	-12	10	-21	-0.1	-5	101	-0.6	4
COc1cccc(CN(C)c2nc(-c3cccs3)nc3ccccc23)c1	-1	-2.6	-9	9	-1	0.9	0	101	-0.3	-5
CCCCOC(=O)Nc1cccc(C(=O)OCC)c1	3	-0.2	-15	1	-2	0.1	0	88	1.9	0
CCOC(=O)NC(=O)c1cn(Nc2ncc(Cl)cc2C(F)(F)F)c(=O)[nH]c1=O	2	1.0	1	-1	1	-0.1	4	103	0.3	-3
CCOC(=O)c1ccc(NCc2ccc(N(C)C)cc2)cc1	-1	2.1	-7	-1	0	-0.2	-2	94	0.6	10
CCc1cc2c(C)ccc(C)c2nc1SCC(=O)Nc1cc(C)on1	-4	-0.8	-4	-1	-14	0.0	6	92	1.0	4
CCCCc1nc2cc(C(=O)NCCc3c(C)n[nH]c3C)ccc2o1	-8	0.7	-3	13	-2	0.2	-1	109	0.0	16
COc1ccccc1C1CCN(Cc2ccc3ccccc3c2)CC1	0	3.4	-13	35	-2	-0.2	-16	94	0.9	3
CC(Cc1cccs1)NC(=O)Nc1cccc(Cl)c1 (stereo not drawn)	-2	2.6	-8	-2	-1	0.3	-9	90	6.7	1
O=C(c1cccs1)N1CCN(C/C=C/c2ccccc2)CC1	-1	-1.0	-13	-7	0	0.2	1	101	-1.6	1
CC(C)C(NS(=O)(=O)c1ccccc1)C(=O)NC1CCCC1 (stereo not drawn)	2	-0.9	0	-4	0	0.2	4	101	1.1	13
CCCCC(=O)NC(=S)NNC(=O)CC	-3	-0.7	1	1	0	-0.2	4	113	8.0	12
O=C(OCc1ccccc1)N1CCC2CC1c1ccc(-c3cccc(F)c3)cc12 (stereo not drawn)	-7	.	-8	8	0	-0.2	-4	99	-0.9	.
CCC[C@@H](CN1CCC[C@H]1CN1C(N)=NC[C@H]1CC(C)C)N1C[C@@H](Cc2ccccc2)N(CCc2ccc(Cl)c(Cl)c2)C1=N	23*	1.7	2	0	4	-0.1	-2	110	2.4	29*
Cc1ccc(CNC(=O)C2CCC(=O)N(Cc3cccc(C(F)(F)F)c3)C2)o1 (stereo not drawn)	7	-3.8	2	-13	1	0.5	2	103	-0.6	-6
Cc1ccccc1-n1c(SCC(=O)N/N=C/c2sccc2C)nc2ccccc2c1=O	3	-0.4	1	0	1	0.2	-1	98	-1.4	-1
O=C1NC[C@H](Cc2ccccc2)N(CC2CCN(CCc3ccccc3)CC2)C1=O	-3	-1.8	3	-1	1	1.9	-8	102	-1.2	-1
Cc1ccc(S(=O)(=O)CC(C)(O)CS(=O)(=O)c2ccc(C)cc2)cc1	-2	-0.6	11	-5	-1	0.0	2	98	0.3	6
Cc1cccc(C)c1NC(=O)CSc1nnc(-c2ccoc2C)n1CCc1ccccc1	-6	-2.2	4	1	-1	-0.1	-4	91	-2.9	3
O=C1/C(=C\c2ccccc2)SC(=S)N1CCC(=O)N1CCCCC1CCO (stereo not drawn)	-1	-3.5	-12	-1	-3	0.3	-7	98	-0.5	4
Cc1cccc(C(=O)NNC(=S)NC(=O)c2ccccc2)c1	-7	-4.7	21	1	2	0.2	-3	94	-0.8	5
Fc1ccc2[nH]c3c(c2c1)CN(C(=S)NCc1ccccc1)CC3	2	2.0	-1	27	0	-0.2	-6	100	0.9	0
Cc1ccc(OC(=O)COc2ccccc2)c(-n2nc3ccccc3n2)c1	-1	0.1	-10	-3	-3	0.0	1	96	-0.1	-3
CC(=O)Nc1ccc(NC(=O)c2cccc(-c3cc4ccccc4oc3=O)c2)cc1	0	-0.8	12	2	0	-0.2	2	93	0.0	10
CC(=O)NCCc1nc2cc(NC(=O)Nc3ccccc3)ccc2n1C	5	0.2	-7	40	-3	0.0	-7	96	-0.6	4
Clc1ccc(Cn2c(/C=C/c3ccco3)nc3ccccc32)cc1	9	-1.9	1	-3	0	0.2	1	105	-0.9	9
Brc1ccc(Oc2nsnc2N2CCOCC2)cc1	-5	6.8	-4	0	-1	-0.3	2	102	-0.3	13
O=C(N1CCN(c2ccccc2F)CC1)C1(S(=O)(=O)c2ccc(Cl)cc2)CC1	-1	-0.4	0	-2	-2	-0.1	-8	169	-0.6	2
Cc1cccnc1NC(=O)CN1C(=O)COc2ccc(Cl)cc21	-1	-0.4	2	2	1	0.0	8	98	0.5	23
CN(C)c1ccc(C(=O)OCC(=O)NC2CCCCCC2)cc1	-1	-0.7	-6	-3	0	0.1	4	103	-0.5	6
CC(C)SCc1nc2ccccc2[nH]1	-2	-0.8	-6	0	0	0.0	4	94	-3.6	6
